Screens: PubChem, several laboratories
LMP1 NFkB inh = inhibitors of Epstein-Barr LMP1-induced NF-kappaB reporter; LMP1-induced NF-kappaB luciferase reporter cells, luminescence; inhibition, % at 12.5 µM; 0.69% of 350,000 active; AID 504558; in the data active = inhibition above about 41%; inconclusive = no clear call, values can overlap the other calls;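 note: 0% = neutral control wells and 100% = reference inhibitor control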
NOD2 RIPK2 PPI = NOD2-RIPK2 protein interaction inhibition; O43353; CHO BLA complementation NOD2-RIPK2, CCF4 ratio; inhibition, % at 4.98 µM; 0.38% of 360,000 active; AID 624267; in the data active = inhibition above about 21%;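 note: 0% = vehicle only and 100% = reference blocker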
SRC3 inh = human NCOA3 inhibition; Q9Y6Q9; HEK293 GAL4-SRC3 luciferase reporter, luminescence; inhibition, % at 3.6 µM; 0.17% of 360,000 active;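 active = inhibition above a per-campaign cutoff, the mean of all compounds plus 3 SD, cut at about 60% in these data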;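 note: 0% = DMSO-treated cells and 100% = gossypol-treated cells at 36 µM; higher means less SRC3-driven luciferase light from the GAL4 reporter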
NR5A2 inv ag = inverse agonists of human LRH-1 (NR5A2); O00482; HEK293T StAR-luciferase reporter, LRH-1 transfected, 24 h; inhibition, % at 3.6 µM; 0.13% of 360,000 active; AID 602396;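 active = inhibition above the mean inhibition of all tested compounds plus 3 SD, cut at about 73% in these data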;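 note: 0% = DMSO wells and 100% = reporter-only cells lacking LRH-1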
TROY NFkB inh = inhibitors of TROY-dependent NF-kB signaling | Q293 LMP1-TROYcd NF-kB luciferase reporter, 4 h | inhibition, % at 10 µM | 0.98% of 360,000 active | AID 1347056;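 active = compounds whose plate-normalised and pattern-corrected inhibition of the luciferase reporter signal at the single screening dose is 50% or more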
NCOA2 inhibitor = inhibits human steroid receptor coactivator 2; Q15596; HEK293 GAL4-SRC2 luciferase reporter, luminescence; inhibition, % at 9 µM; 0.17% of 370,000 active; AID 651957;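 active = inhibition above the mean inhibition of all tested compounds plus 3 SD, set per campaign, cut at about 52% in these data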;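 note: 0% = DMSO treated cells and 100% = cells given Gossypol at 36 µM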
NR2F2 inh = NR2F2 (human) inhibition, primary screen. 0.7% of 370,000 active. inhibition, % at 8.6 µM. HEK293T NGFI-A luciferase reporter, luminescence;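 active = inhibition above a per-plate cutoff, mean inhibition of test wells between control levels plus 3 SD, cut at about 38% in these data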;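 note: cells cotransfected with COUP-TFII expression vector driving the NGFI-A reporter; 0% = median of COUP-TF2 test wells and 100% = reporter-only cells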
Vif imaging = blocks HIV Vif function. inhibition, % at 7.49 µM. AID 602346. 0.35% of 340,000 active. HEK293T cells, Vif self-association by quenched fluorescence, imaging, 24 h; in the data active = inhibition above about 50%, passing the limit was not always enough; inconclusive = no clear call, values can overlap the other calls; inactive = below about 31%; note: some results filed as inactive read as strong as hits
TLR9-MyD88 inh = inhibitors of human TLR9-MyD88 binding; Q9NR96+Q99836; CHO BLA complementation TLR9-MyD88, CCF4 FRET ratio; inhibition, % at 4.98 µM; 0.21% of 340,000 active; AID 504734;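 active = inhibition above the mean over all tested compounds plus 3 SD, cut at about 21% in these data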;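 note: 0% = DMSO only wells and 100% = clavulanate BLA inhibitor control wells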
SRC1 inh = inhibits human SRC1 coactivator | Q15788 | 0.12% of 360,000 active | inhibition, % at 3.6 µM | HEK293 GAL4-SRC1 luciferase reporter, luminescence;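 active = inhibition above the campaign mean plus 3 SD, with each screening campaign given its own cutoff, cut at about 60% in these data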;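 note: 0% = DMSO treated cells and 100% = gossypol at 36 µM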
TRAIL sens C8 = sensitizes caspase-8 expressing cells to TRAIL; 1% of 360,000 active; inhibition (viability loss, TRAIL sensitization), % at 10 µM; NB7+C8 cells + TRAIL, ATPlite viability luminescence;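 active = compounds causing at least 50% loss of cell viability in the single-dose screen, relative to plate controls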
* hit, by the source's call; ? = inconclusive; / = not tested or not shown. The list is partial; count on the stated rates, not on these rows.

SMILES	LMP1 NFkB inh	NOD2 RIPK2 PPI	SRC3 inh	NR5A2 inv ag	TROY NFkB inh	NCOA2 inhibitor	NR2F2 inh	Vif imaging	TLR9-MyD88 inh	SRC1 inh	TRAIL sens C8
CC(C)n1ncc2c(C(=O)N3CCN(c4ccccc4)CC3)cc(-c3ccccc3)nc21	-8	-2	7	9	-25	-16	-10	-2	8	5	1
Cc1n[nH]c(=S)n1/N=C/c1ccccc1	-2	0	8	3	13	6	4	-9	3	1	-7
O=C(C1CCCCC1)N1CCN(c2nc(-c3ccc(F)cc3)cs2)CC1	4	1	-34	5	3	11	-12	-4	-11	-3	-32
CCN(CC(=O)NCc1ccc(F)cc1)C(=O)Cc1c(F)cccc1Cl	-9	-12	10	2	-12	-15	-6	16	-7	10	-12
N#Cc1c(NC(=O)Cn2c(=O)oc3ccccc32)oc(-c2ccccc2)c1-c1ccccc1	-13	1	6	-9	68*	-12	7	12	-7	0	-3
COc1ccc(-c2c(C)nc3c(-c4ccccn4)cnn3c2N)cc1	-71	2	-52	-151	59*	-54	-43	-14	-10	-98	49
O=Cc1cccc(Oc2ncccn2)c1	-11	0	8	-5	4	-2	4	1	-8	-7	0
CCc1noc(C)c1C(=O)Nc1nc(-c2ccc(Cl)cc2Cl)c(C)s1	0	-3	6	-2	10	-21	18	/	-2	-2	-1
O=c1c2ccccc2oc2ncccc12	-3	-5	4	6	-9	-23	11	4	-6	-32	16
O=C(COC(=O)CCc1ccc(S(=O)(=O)N2CCOCC2)cc1)Nc1cccc(Cl)c1	7	-7	-8	7	14	4	-10	13	-1	-18	1
COc1cc(C(=O)NC2CCCCC2)ccc1OC1CCN(C(C)=O)CC1	6	-2	-4	6	-6	4	20	-3	-10	-45	-3
CCC/C(=N/NC(=O)c1nnn(-c2nonc2N)c1CN1CCCCC1)c1ccccc1	0	-2	2	-7	7	1	-10	9	-9	-13	-21
CC(C)CCNC(=O)CN(CCCN1CCOCC1)C(=O)Cn1nnc(-c2ccc(F)cc2)n1	0	-20	-16	4	-12	-19	17	-12	-5	7	4
Cc1cc(C)cc(N(CC(=O)NC2CCCCC2)C(=O)c2csnn2)c1	-3	2	2	-3	-11	-11	2	-1	-7	2	2
COc1ccc(OCc2nnc(SCC(=O)NCc3ccco3)o2)cc1	2	-5	0	-6	-19	11	0	0	4	-1	0

Looked up above:
TLR9-MyD88 inh result of N#Cc1c(NC(=O)Cn2c(=O)oc3ccccc32)oc(-c2ccccc2)c1-c1ccccc1 stands at -7
NR2F2 inh result of COc1cc(C(=O)NC2CCCCC2)ccc1OC1CCN(C(C)=O)CC1 stands at 20
NR5A2 inv ag result of COc1ccc(OCc2nnc(SCC(=O)NCc3ccco3)o2)cc1 stands at -6

Additional records:
SMILES	LMP1 NFkB inh	NOD2 RIPK2 PPI	SRC3 inh	NR5A2 inv ag	TROY NFkB inh	NCOA2 inhibitor	NR2F2 inh	Vif imaging	TLR9-MyD88 inh	SRC1 inh	TRAIL sens C8
COc1ccc(Nc2cc(C)c3ccccc3n2)cc1	-15	8	-54	-82	-44	-32	-11	/	-5	-55	10
O=C(NCc1csc(-c2cccs2)n1)Nc1cccc(Cl)c1	14	-2	11	-4	16	3	-4	5	5	-9	-8
CC(C)CC1C(=O)N(Cc2cn(Cc3ccco3)nn2)CCS(=O)(=O)N1Cc1ccc(-c2cccc(CO)c2)cc1 (centres undefined)	6	-1	5	6	-3	20	1	0	-8	-6	-8
COCCn1c(SCC(=O)Nc2ccc3c(c2)CCC3)nc2ccccc2c1=O	4	-5	5	7	-5	-6	-1	8	-2	-3	0
Cn1c(CSc2nc3ccccc3s2)nc2ccccc21	-5	-1	-40	-107	-32	-42	-47	-9	6	-57	5
Cc1ncoc1C(=O)N1CCc2c([nH]c3ccccc23)C1C(C)(C)C (centres undefined)	-8	7	2	6	-17	3	3	10	-3	-2	-7
Cc1ccc(C)c(N2CCN(CCCNC(=O)Cn3cccc3C(=O)c3ccccc3C)CC2)c1	-1	4	16	7	-2	8	20	5	-1	0	3
O=C(/C=C/c1ccccc1)NNC(=O)c1cccc(Cl)c1	-4	-5	12	4	-25	18	-2	-2	-1	-17	-1
Cn1ncc(Cl)c1C(=O)NCc1ccc(Cl)cc1	13	1	10	9	18	16	24	-11	-5	15	15
COc1cc(S(=O)(=O)N2CCCCC2)ccc1NC(=O)/C=C/c1ccccc1	0	-4	-1	5	-9	-9	13	-13	2	9	6
O=C(O)C1CCC1C(=O)Nc1nc(-c2ccc(Cl)s2)cs1 (centres undefined)	3	-13	16	-1	-39	-2	9	-5	-7	12	1
Cc1cnc(C(=O)Nc2ccc(F)c(F)c2)cn1	-2	3	-46	-117	-46	-21	-39	-1	10	-77	-14
O=S1(=O)N[C@@H](Cc2ccccc2)COc2cc(N3CCSCC3)ccc21	/	-3	/	0	-6	-20	-3	/	/	/	11
COc1ccc(S(=O)(=O)N2CCCN(C)CC2)cc1	1	0	-24	-1	-24	5	-8	1	-6	-59	16
CC(C)(C)c1ccc(C(=O)N/N=C/c2cccc(Cl)c2)cc1	-25	6	-66	9	-38	-16	-14	-2	1	-39	16
CC(=O)Nc1sc2c(c1C(c1cccc(Cl)c1)N1CCN(CCO)CC1)CCCC2 (centres undefined)	-3	-1	12	-13	18	3	-2	-3	0	2	1
CCCNC(=O)C1CC(=O)N(c2ccc(OCC(=O)Nc3cccc(C)c3C)cc2)C1 (centres undefined)	6	-2	1	8	-8	24	-12	9	-7	12	8
Cc1sc2nc(CN(Cc3cccs3)C(=O)C3CC3)[nH]c(=O)c2c1C	4	-15	-8	-1	-1	-2	15	/	-11	3	14
Cc1cccn2c(=O)c(C=NCc3ccco3)c(Nc3ccc(SC(F)F)cc3)nc12	23	-5	12	-9	-16	-1	-14	-2	-7	-15	-4
Cc1ccn2cc(CNC(=O)c3ccc(Br)o3)nc2c1	6	-9	9	2	-5	18	-26	/	-8	-61	-14
O=C1NN(c2ccc(F)cc2)C(=O)/C1=C\C=C\c1ccco1	-10	-1	-5	6	10	12	-2	3	-3	12	2
CCOc1ccc(C(=O)CN2CCN(S(=O)(=O)c3ccc(Br)cc3)CC2)cc1	-1	4	0	2	-10	-1	-18	-4	11	-9	-4
Cc1ccc(C(NC(=O)Nc2ccccn2)C(Cl)(Cl)Cl)cc1F (centres undefined)	-3	-9	-2	3	35	9	19	-1	1	-3	9
CCC1CSC(=Nc2ccc(C)cc2)N1C(=O)CN1C(=O)NC2(CCCC2)C1=O (centres undefined)	8	2	-132	-182	-25	-18	-63	5	0	-123	22
CNCCCOc1ccc(Cl)cc1C(C)(C)C	-4	7	7	2	1	30	3	26	-2	-69	8
CCNC(=O)c1ccc(CSc2ccc(Cl)cc2)cc1	-4	11	-20	-26	-25	-77	-13	-1	2	-19	14
CCOC(=O)C1(C)CCN1C(=O)c1ccc(OC)cc1 (centres undefined)	/	-5	-10	14	-6	-10	0	-1	/	-9	-7
CCN(c1cccc(C)c1)S(=O)(=O)c1c(C)[nH]c(=O)[nH]c1=O	-2	3	-29	6	0	4	-5	-5	-23	3	-17
COc1ccc2cc(C(=O)C3CCCN(Cc4cnc(C)s4)C3)ccc2c1 (centres undefined)	-24	-9	5	-20	12	3	10	-7	10	-12	3
CCc1ccc(CNC(=O)C2CCN(S(=O)(=O)N3CCCC3)CC2)cc1	-1	-4	18	26	10	9	9	3	7	-1	9
CCN1CCN(c2nc3ccccn3c(=O)c2C=O)CC1	2	-1	-8	-4	14	-18	-1	-9	6	5	1
c1ccc(-c2nn[nH]n2)nc1	-6	5	14	-9	-4	-18	-11	-3	-9	3	-1
O=C(O)CSCC(=O)Nc1ccccn1	4	0	13	7	11	-6	6	3	-4	-3	5
CCNC(=O)c1c(C)nc2ccccn12	0	-4	2	13	/	-12	11	11	3	1	3
CSc1nc2nc(C)cc(-c3ccccc3)n2n1	-4	-12	1	10	5	-23	3	3	-3	11	1
O=C1CCC([N+](=O)[O-])C(c2ccc(Cl)cc2)N1 (centres undefined)	-5	5	21	14	-3	-11	-1	19	8	-30	-5
CC(=O)c1cccc(NC(=O)N2CCCC2C(=O)Nc2cccc(C)c2C)c1 (centres undefined)	-4	4	-19	18	8	-32	9	-8	7	-5	15
CCNC(=S)N1CCN(Cc2ccc3c(c2)OCO3)CC1	6	-3	-4	-3	1	-2	-2	1	-4	-29	0
COC(=O)c1cc(OC)c(OC)cc1NC(=O)Nc1ccc(OC)cc1OC	-16	-1	18	-4	-18	17	11	-2	-1	11	1
CCOC(=O)N1CCN(C(=O)c2cccc(S(=O)(=O)Nc3ccc(Br)cc3)c2)CC1	5	6	-1	-15	7	-19	0	12	1	-8	7
CCCCc1c(-c2cccc(Br)c2)ncn1CCc1ccccc1OC	/	4	/	7	26	-6	16	/	/	/	31
COc1ccc(NS(=O)(=O)c2ccc(OC)c(OC)c2)cc1OC	2	7	-31	2	14	-10	-5	-1	0	-22	-2
O=C1NCCN1Cc1ccc(Cl)cc1	-3	-5	1	12	-3	-2	-15	-8	-4	-2	2
CCCS(=O)(=O)c1c(S(=O)(=O)CCC)c2cc(-c3ccncc3)ccn2c1C(=O)OC	-3	-5	1	7	-30	-24	-42	?	-2	-21	-7
C=CC[C@@H](CC(=O)N(CCO)Cc1ccccc1)C(=O)N[C@H](COC(=O)[C@@H](CC=C)CC(=O)OC(C)(C)C)Cc1ccccc1	-1	-8	10	35	9	-19	5	-6	-2	-24	8
CCn1ncc(CNC(=O)CCCSc2nc(-c3ccco3)cc(C(F)(F)F)n2)c1C	5	-4	13	-11	/	15	17	-11	-4	-5	-2
Nc1sc2c(c1C(=O)NC1CC1)CCCC2	-6	-1	-1	19	-6	-10	-14	-4	-4	1	5
COC(=O)c1ccc(NC(=O)COC(=O)CCC2CCCC2)cc1	1	-6	-2	-3	2	-13	-3	-2	-6	8	-17
COc1ccc(CCNS(=O)(=O)c2cc(C(=O)O)c(Cl)cc2Cl)cc1	-11	6	1	16	-2	7	0	3	-4	-17	7
COc1cc(C)c(CN2CCC(n3nccc3NC(=O)C3CC3)CC2)cc1C	-5	-1	23	14	-16	-12	-17	/	1	-13	-4
Cc1ccc(S(=O)(=O)N[C@@H](Cc2ccccc2)C(=O)CCl)cc1	1	10	-13	-30	5	-10	8	-7	6	-14	1
Cc1cccc(C(C)C)c1NC(=O)CN(C)Cc1cccc(F)c1	7	10	-1	17	7	6	-14	41	-4	15	8
S=C(NCc1ccc(Cl)cc1)N1CCN(c2ccccn2)CC1	-21	-2	11	6	11	-6	-7	3	0	-10	3
O=C(N/N=C/c1c(O)ccc2ccccc12)c1ccc[n+](CCO)c1	13	-6	-2	31	11	-10	6	-5	-5	-14	1
COc1ccc(CC(=O)Nc2cc(C)ccn2)cc1OC	-3	-6	-61	-17	-15	-26	-11	-1	0	-5	14
Cc1ccc(NC2CNC(=O)NC2=O)cc1C (centres undefined)	4	-4	9	-10	12	6	-29	3	-3	0	-4
